Compound activity deposited in PubChem BioAssay by Sanford-Burnham Center for Chemical Genomics.
CYP2C19 act: human CYP2C19 activators, primary screen, biochemical, luminescence; recombinant CYP2C19, luciferin-H EGE luminescence; hits give high values; 0 = fully inhibited enzyme, 1 = untreated enzyme; activation factor at 5 µM; 96,000 tested, under 10 active;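 active = activation factor of at least 2 at 5 µM in the primary screen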;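 note: 0 = wells with 2.5 mM tranylcypromine and 1 = vehicle-only wells; values of inactives mirror those of a sister screen read the other way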
CYP2C9 activ: human CYP2C9 activators, primary screen, biochemical, luminescence; AID 1024, 2008; Cytochrome P450 2C9 (Homo sapiens), P11712; 96,000 tested, 1.4% active; recombinant CYP2C9, luciferin-H conversion; hits give high values; factor 1 = untreated enzyme, 0 = blocked; activation factor at 5 µM;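 active = activation factor of 2 or more for CYP2C9 at a 5 µM dose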;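 note: 0 = sulfaphenazole-blocked wells and 1 = vehicle-only wells; values of inactives mirror those of a sister screen read the other way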
Target sequence (P11712 whole entry, looked up): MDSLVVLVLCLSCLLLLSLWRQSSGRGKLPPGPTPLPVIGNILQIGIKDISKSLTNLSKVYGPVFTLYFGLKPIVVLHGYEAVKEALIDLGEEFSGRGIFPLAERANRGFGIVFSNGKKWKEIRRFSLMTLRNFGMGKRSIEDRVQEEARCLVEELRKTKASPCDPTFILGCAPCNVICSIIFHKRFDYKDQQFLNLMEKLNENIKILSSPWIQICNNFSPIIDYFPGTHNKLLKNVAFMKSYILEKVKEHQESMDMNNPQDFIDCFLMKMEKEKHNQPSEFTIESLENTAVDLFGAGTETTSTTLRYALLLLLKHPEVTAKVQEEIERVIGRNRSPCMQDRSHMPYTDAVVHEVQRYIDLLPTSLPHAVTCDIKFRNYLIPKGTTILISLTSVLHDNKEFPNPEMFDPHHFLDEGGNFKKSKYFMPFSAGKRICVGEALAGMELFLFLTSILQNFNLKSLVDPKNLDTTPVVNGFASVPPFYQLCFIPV
Mac1 fbg inh: inhibitors of CD11b/CD18 adhesion to fibrinogen, primary screen, K562 cells, luminescence. AID 1497, 2009. 93,000 tested, 0.54% active. inhibition, % at 10 µM. Integrin beta-2 (Homo sapiens) + Integrin alpha-M (Homo sapiens), P05107+P11215. ATPlite luminescence; Mn2+ added to activate the integrin;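 active = primary inhibition of 50% or more at 10 µM, then 40% or more on retest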; note: some results filed as inactive read as strong as hits
CYP2C9 inhib: blockers of cytochrome P450 2C9 activity – biochemical, luminescence, ADME assay, primary screen; P11712; CYP2C9 Supersomes, luciferin-H conversion; inhibition, % at 5 µM; 96,000 tested, 20% active; AID 777, 2007;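 active = blocking of liver enzyme CYP2C9 beyond about 50% at 5 µM, limit read from the data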; note: values of inactives mirror those of a sister screen read the other way
CYP2C19 inhib: blockers of cytochrome P450 2C19 activity – biochemical, luminescence, ADME assay, primary screen; P33261; CYP2C19 Supersomes, luciferin-H EGE luminescence, 30 min; inhibition, % at 5 µM; 96,000 tested, 21% active;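 active = CYP2C19 inhibition above a set limit at 5 µM in the primary screen, cut at about 50% in these data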;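 note: plate controls were negative control wells for no effect and 2.5 mM tranylcypromine positive control for full effect; values of inactives mirror those of a sister screen read the other way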
MT1-MMP txn act: MT1-MMP promoter reporter activation – cell-based, luciferase luminescence, primary screen; AID 750, 2007; 86,000 tested, 0.16% active; activation factor at 10 µM; HT1080 MT1-MMP promoter luciferase reporter, overnight; hits give high values;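 active = activation factor of at least 2 for MT1-MMP transcription at 10 µM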
PTK2B oligo ant: antagonists of Pyk2 self-association, primary screen, Q293 cells, FERM NanoBiT luminescence, HTS. Protein-tyrosine kinase 2-beta (Homo sapiens), Q14289. hits give low values. z-score (the deposit names both 25 µM and 10 µM). 99,000 tested, 0.83% active. AID 1347419, 2020;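 active = Z-score of -3 or lower, scaled per plate to the spread of control and sample wells; inactive = z-score above -3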;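 note: negative z-score means lost luminescence so less FERM oligomerization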
PLAP act: PLAP enzyme activators, biochemical, luminescence, HTS | Alkaline phosphatase, placental type (Homo sapiens), P05187 | purified PLAP enzyme, luminescent substrate read-out; hits give high values | activation fold at 20 µM | 96,000 tested, 1.2% active | AID 696, 2007; in the data active = activation fold above about 2
Target sequence (P05187 whole entry, looked up): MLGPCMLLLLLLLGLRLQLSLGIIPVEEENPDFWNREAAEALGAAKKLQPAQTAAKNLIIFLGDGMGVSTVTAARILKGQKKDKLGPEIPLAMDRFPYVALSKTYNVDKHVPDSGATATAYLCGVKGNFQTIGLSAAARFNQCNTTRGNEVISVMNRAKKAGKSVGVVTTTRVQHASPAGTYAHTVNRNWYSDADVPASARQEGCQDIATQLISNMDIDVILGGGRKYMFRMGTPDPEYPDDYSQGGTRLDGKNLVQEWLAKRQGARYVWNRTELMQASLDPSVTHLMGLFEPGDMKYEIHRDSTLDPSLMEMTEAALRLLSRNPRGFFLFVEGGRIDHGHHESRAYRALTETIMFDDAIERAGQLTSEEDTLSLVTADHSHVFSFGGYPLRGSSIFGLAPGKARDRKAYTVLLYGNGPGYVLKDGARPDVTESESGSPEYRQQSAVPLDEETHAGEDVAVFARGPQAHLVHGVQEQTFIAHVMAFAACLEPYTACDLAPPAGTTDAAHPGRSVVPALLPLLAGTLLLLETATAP
CD11b adhes enh: enhancers of CD11b/CD18 adhesion to fibrinogen, primary screen, K562 cells, luminescence. Integrin beta-2 (Homo sapiens) + Integrin alpha-M (Homo sapiens), P05107+P11215. ATPlite luminescence. activation, % at 10 µM. 93,000 tested, 0.07% active;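 active = 10 µM primary screen giving 50% or more activity, confirmed by 40% or more on retest at that dose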; note: strong numbers were not always called active; reference of the scale not given here
Active calls of the source: *; x = not tested or not shown.

smiles,CYP2C19 act,CYP2C9 activ,Mac1 fbg inh,CYP2C9 inhib,CYP2C19 inhib,MT1-MMP txn act,PTK2B oligo ant,PLAP act,CD11b adhes enh
CC(=O)CC1(O)C(=O)N(Cc2ccccc2)c2ccccc21 (centres undefined),0.6,0.9,x,13,36,1.2,0.28,0.9,x
CCc1ccc(OCC(=O)Nc2ccc(-c3nc4ccccc4o3)c(O)c2)cc1,1,1.3,x,-28,3,1,0.36,1,x
O=c1c2ccccc2c(C=Nc2ccc(Cl)cn2)c(O)n1-c1cc(Cl)ccc1N1CCOCC1,1,1,-6,3,-4,1.1,-0.28,0.9,0
O=S(=O)(NCCc1ccccn1)c1ccc(F)c(F)c1,0.2,0.8,-14,23,85*,1.1,-0.2,0.8,-2
CCC(C)N=C1SCC(C)(/C=N/O)S1 (centres undefined),0.8,1,-30,1,16,1.1,0.82,0.9,-4
CSc1nc2sc3c(c2c(=O)n1C)CCC(C)C3 (centres undefined),1,0.8,x,17,5,1.4,-0.44,0.9,x
Cc1[nH]c(=S)[nH]c(=O)c1CCOc1ccccc1,0.8,1,4,0,17,1.2,0.92,1,-2
Cc1cccc(NC(=O)NCC(F)(F)F)n1,1.1,0.9,-14,11,-9,x,0.42,0.9,-3
COc1cc(C)c(CNC2CCCCC2)cc1C,0.9,1,-9,-3,12,1.2,0.02,0.8,-3
COc1ccc(-n2ccnc2SCC(=O)Nc2ccc(OC)cc2OC)cc1,0.1,0.7,x,27,92*,1.1,2.6,1.2,x
O=C(CSc1nnc(-c2ccncc2)n1CC1CCCO1)NCc1ccccc1 (centres undefined),0.9,0.9,-15,14,6,1.1,0.47,1,-3
O=C(CN1C(=O)c2ccccc2C1=O)NCc1ccccn1,1.1,1,-16,-3,-6,1.2,-0.14,0.8,-3
N#Cc1ccc(N2CCCC2C(=O)O)c([N+](=O)[O-])c1 (centres undefined),1.2,1.1,x,-11,-15,x,0.89,0.9,x
O=S1(=O)C=C(Oc2ccc3ccccc3c2)c2ccccc21,0.5,0.7,x,34,49,1.1,-0.86,0.8,x
CCOc1ccccc1NC(=O)CSCC(=O)Nc1ccccc1,0.1,2.6*,3,-159,93*,1.2,0.24,0.8,0
Clc1ccc(Nc2ncn[nH]2)cc1,0.8,0.9,x,10,20,x,0.22,1.2,x
COC(=O)Cc1c(C)nc2nc(NCc3ccccc3OC)[nH]n2c1=O,1,1,-13,2,0,1.1,0.37,1.2,2
O=C(CCc1nc(-c2ccccc2)no1)NCc1ccco1,0.4,0.4,-9,59*,57*,1.1,2,1.3,-1
CCC(c1nnnn1CCc1ccccc1)N(Cc1ccco1)Cc1cc2c(C)ccc(C)c2[nH]c1=O (centres undefined),0.1,0.1,3,94*,93*,1,1.4,1.6,-5
CN1C(=O)NC(c2ccccc2)C2=C1CN(Cc1ccco1)C2=O (centres undefined),1,1,16,-2,0,1.2,x,1.2,2
CCOC(=O)N1CCN(C(=O)c2ccc3c(=O)n(Cc4ccc(Cl)cc4)c(=S)[nH]c3c2)CC1,0.6,0.5,17,52*,41,1.2,-0.07,1.2,1
Cc1ccc(S(=O)(=O)NCCCNC(=O)N2CCOCC2)cc1,0.9,1,-13,-4,6,0.9,-0.1,1,-1
O=C(COC(=O)c1cccc(C(=O)OCC(=O)NC2CCCCC2)n1)NC1CCCCC1,1,1,4,4,-5,1.1,2,0.9,-4
O=S1(=O)NC2CCCCCN2c2ccc(F)cc21 (centres undefined),0.7,0.9,-3,6,25,1.1,-0.54,0.8,0
Cc1cc(C(=O)CSc2nc(N)cc(=O)[nH]2)c(C)n1CCc1ccc(F)cc1,0.7,0.9,10,11,27,1.1,1.9,1,1
COC(=O)c1ccc(C2Nc3ccc(/C(C)=N/NC(=O)C(OC)c4ccccc4)cc3C3C=CCC32)cc1 (centres undefined),0.8,0.7,x,34,24,x,-0.16,1.1,x
COc1cccc(C(=O)NCC(=O)N2CCC(C)CC2)c1,0.7,1.1,-7,-15,33,1.1,0.7,1,-1
CC(C)c1[nH]nc2c1C1(CCN(Cc3ccccc3)CC1)C(C#N)=C(N)O2,0.9,0.7,2,26,12,1.3,0.34,1.5,-6
COc1cccc(C(=O)OC2CCCN(C)C2)c1 (centres undefined),1,1,2,3,2,1.1,-0.03,1.1,0
Cc1nnc(SCC(=O)N2CCN(S(=O)(=O)c3ccc(Cl)cc3)CC2)[nH]c1=O,1,0.9,-3,12,3,1.1,0.85,1.6,-2

The last two records of the part before lead into the next:
smiles,CYP2C19 act,CYP2C9 activ,Mac1 fbg inh,CYP2C9 inhib,CYP2C19 inhib,MT1-MMP txn act,PTK2B oligo ant,PLAP act,CD11b adhes enh
COc1cccc(C(=O)OC2CCCN(C)C2)c1 (centres undefined),1,1,2,3,2,1.1,-0.03,1.1,0
Cc1nnc(SCC(=O)N2CCN(S(=O)(=O)c3ccc(Cl)cc3)CC2)[nH]c1=O,1,0.9,-3,12,3,1.1,0.85,1.6,-2
CC(=O)CSc1nnc(Cc2ccc([N+](=O)[O-])cc2)o1,0.6,1,x,-4,41,x,1.3,1,x
CC1(C)CC(CCNC(=O)c2ccc(-n3cnnn3)cc2)CC(C)(C)N1,1,0.9,-14,13,-3,1.2,0.01,0.9,-6
O=S(=O)(c1ccccc1)c1ccc(NCc2ccco2)cc1,0.3,1.6,4,-61,67*,1,0.12,0.8,-4
Cc1ccccc1-c1nc2cc(N)ccc2o1,0.7,0.7,8,27,33,0.9,-0.28,1.1,-7
COc1ccccc1CNC(=O)CCC(=O)Nc1nnc(C(C)C)s1,0.9,0.6,6,43,10,1.2,-0.26,1,-3
CN(C1CCCCC1)S(=O)(=O)c1ccc(S(=O)(=O)N2CCN(CCC#N)CC2)cc1,1.1,1,-10,2,-7,1.1,x,0.9,14
CCn1cc(C(=O)NCCCN2CCC(C)CC2)c(=O)c2cc(S(=O)(=O)N3CCCC3)ccc21,1,0.9,-12,14,-5,1.1,-0.05,1.7,2
COc1ccc(NC(=O)NCc2cccnc2)cc1OC,0.7,0.6,-1,37,32,1,1.1,1,-2
CCCCC(c1nnnn1CC1CCCO1)N1CCN(c2nc3ccccc3s2)CC1 (centres undefined),0.3,0.2,-21,76*,70*,1.1,-2.2,1.6,-3
CCN1C2=C(C(=O)CCC2)C(c2ccc(O)c(Br)c2)C2=C1CCCC2=O,1,0.6,-1,39,4,1.2,-2,0.9,1
CCOc1ccc(NC(=O)Cn2nc(-c3ccccc3Cl)n(CC)c2=S)cc1,0.4,0.3,8,68*,62*,x,-0.8,1,-2
NCCCCCc1nnc(SCc2ccccc2Cl)o1,0.3,0.8,25,15,72*,0.6,0.1,1,5
COc1ccc(NC(=O)Nc2cccc3cccnc23)cc1,0.7,1.4,-1,-39,31,1.5,-2.1,0.8,-7
CCCCNC(=O)c1onc(CSc2ccccc2C)c1C(=O)O,1,0.4,x,59*,0,x,x,1.1,x
Cc1c(C(=O)O)sc(=S)n1CCOc1ccccc1,1,0.9,5,12,2,1.1,0.16,1.1,1
Cc1cc(Cl)ccc1N(CC(=O)N=Nc1c(O)[nH]c2ccccc12)S(C)(=O)=O,0.2,0.5,2,53*,76*,1,-1.9,2.1*,0
CCN(CCCNC(=O)CN(C)S(=O)(=O)c1ccc2c(c1)CCC(=O)N2)c1cccc(C)c1,0.8,0.4,-7,64*,16,1.1,0.43,1,-3
COC(=O)CCc1n[nH]c(=O)[nH]c1=O,1,1,-47,-5,-1,1.1,x,0.9,-2
Fc1ccccc1/C=N/Nc1nn[nH]n1,0.9,0.8,6,22,11,x,-0.02,0.9,-10
CCOC(=O)c1[nH]c(C)c(CN(CCc2ccccc2)S(C)(=O)=O)c1C,0.7,0.4,-6,56*,31,1.4,x,0.9,1
c1coc(C2Nc3cccc4cccc(c34)N2)c1,0.4,0.5,2,54*,59*,1.1,x,1.1,39
Nc1nc(-c2ccc(Br)cc2)cc(C(F)(F)F)n1,0.8,1,1,3,24,1.1,-0.39,0.8,2
COc1ccccc1CNC(=O)CSc1nc(-c2ccccc2)cn1N,0.1,0.1,-2,87*,93*,1.2,0.34,1.3,1
Cc1nnc(NC(=O)c2ccccc2C(=O)O)s1,1.1,1,-2,-2,-10,1.1,0.78,1,-1
CCCC1(C)Nc2ccccc2-c2nc3ccccc3n21 (centres undefined),0.4,0.4,16,59*,64*,1.6,-0.37,1,-2
COc1ccc(S(=O)(=O)N2CCC(=O)N2)cc1,1,0.9,x,10,4,x,0.8,1,x
CSc1ncccc1C(=O)OCc1ccccc1,0.7,1.4,-14,-43,25,1.5,-0.57,0.8,-2
Cc1ccc2nc(-c3ccc4c(c3)OCCO4)cc(C(=O)O)c2c1,0.7,0.2,-30,81*,28,0.9,-0.42,1,1
Cc1cccc(C2CC(c3ccc(F)cc3)Nc3nc(N)nn32)c1 (centres undefined),0.4,1,-8,4,58*,1.1,x,1.6,0
Cc1cc(S(=O)(=O)Nc2c(C(=O)O)[nH]c3ccccc23)ccc1F,0.1,0.2,28,79*,92*,1.3,2.4,2*,0
CC(C)C(=O)Nc1ncc(C(F)(F)F)cc1Cl,1.1,0.9,10,7,-8,1.1,0.76,1,-8
CCOC(=O)CSc1nc2c(sc(=S)n2CCc2ccccc2)c(=O)n1Cc1ccco1,0.8,0.3,-4,67*,21,1.3,-0.23,1,0
O=C(NCCCN1CCN(Cc2ccccc2)CC1)c1nnc(Cc2c(F)cccc2Cl)o1,0.7,0.4,-29,56*,34,1.2,0.32,1.7,-2
O=C(c1ccc(Oc2ccc(C(F)(F)F)cn2)cc1)N1CCN(c2ccccc2)CC1,0.8,0.7,x,30,22,x,1.3,1.3,x
Cc1csc(NC(=O)CSc2nnc(-c3ccoc3C)o2)n1,0.9,0.9,22,12,12,1.3,0.62,1.2,0
Cc1cc(C(c2ccc(C)o2)c2ccc(C)o2)c(O)c([N+](=O)[O-])c1,0.4,0,-9,95*,65*,1.1,-1.7,1,2
CC1(C)NC(=O)N(CCCOc2ccc3c(c2)CCC3)C1=O,0.1,0.9,-3,11,90*,1.1,0.01,1,11
Cc1nnc2n(Cc3ccccc3)c(=O)c3c4c(sc3n12)CCCC4,1,0.9,-5,9,-1,1.1,x,0.9,-2
COc1ccc(S(=O)(=O)N(CCCN2CCOCC2)Cc2cccc3ccccc23)cc1,0.2,0.7,32,26,78*,1.1,-0.79,1.8,4
COCC(=O)Nc1ccc(S(=O)(=O)Nc2cc(C)nc(C)n2)cc1,1,1,-4,-3,-1,1.1,0.41,1.3,-3
CN(C)C(=O)CSc1nnc(C23CC4CC(CC(C4)C2)C3)o1,0.8,1,-13,-4,15,1.2,0.15,1,1
CC(=O)Nc1nnc(CCN2CCCCC2)s1,1,1.2,x,-24,-1,1.3,0.98,1.1,x
CC(Sc1nc(N)cc(=O)[nH]1)C(=O)NC1CCCCC1 (centres undefined),1.1,1.1,-2,-6,-8,1,-0.77,1,-3
